Bioassay records as filed in PubChem BioAssay.
STAT1 act: increases IFN-gamma driven STAT1 reporter signal | NIH 3T3 STAT1-luciferase reporter, luminescence; 100% = IFN-gamma alone, no compound | activation (% of control), % at 5.5 µM | 200,000 tested, 2.6% active | AID 932;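 active = activation above the screen-wide mean activation plus 3 SD, cut at about 130% in these data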;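 also: raw ratio to IFN-gamma control signal so 100% means no change and 0% no light; values of inactives mirror those of a sister screen read the other way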
STAT3 activator: STAT3 signaling activation. U3A cells, IL-6 STAT3-luciferase reporter, luminescence; 100% = signal with IL-6 EC80 alone. activation (% of control), % at 5.6 µM. 190,000 tested, 0.91% active. AID 871;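 active = activation above the screen-wide mean of compound activation plus 3 SD, cut at about 130% in these data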;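 also: 0% = background luminescence of wells with medium and substrate only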
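Test system: STAT3-luciferase reporter U3A cells; Detection: reporter luminescence signal; Times: 1 h compound pre-exposure, 6 h IL-6 stimulation, 37 °C; Benchmarks: IL-6-only high control; Also added: IL-6 stimulus at 33 ng/mL final.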
APP 5'UTR act: APP 5'UTR luciferase reporter activation; SH-SY5Y APP 5'UTR luciferase reporter, luminescence; zero percent = DMSO vehicle wells; activation, % at 2 µM; 190,000 tested, 1% active;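 active = activation above a set limit, based on mean plus 3 SD of controls, cut at about 140% in these data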; also: values of inactives mirror those of a sister screen read the other way
Hsp70 act: switches on Hsp70 transcription | HeLa Hsp70 promoter luciferase reporter, luminescence; scaled: vehicle 0, proteasome-inhibitor control 100% | activation, % at 10 µM | 200,000 tested, 0.04% active | AID 1203;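 active = activation above the mean across all tested compounds plus 3 SD, cutoff set per campaign, cut at about 5.5% in these data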;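 also: 100% = MG132 at 30 µM as the positive control and 0% = DMSO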
Efa HMGR inh: E. faecalis class II HMG-CoA reductase inhibition; 190,000 tested, 0.41% active; inhibition, % at 10 µM; purified E. faecalis HMGR, NADPH absorbance 340 nm kinetic;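 active = inhibition above a set limit, the median over all tested compounds plus 3 SD, cut at about 9.5% in these data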;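 also: enzyme runs in reverse so mevalonate oxidation gives rising NADPH absorbance; 0% = complete reaction with DMSO and 100% = background rate lacking mevalonate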
Redox H2O2 prof: compounds producing H2O2 with reducing agent – biochemical, NIH compound library profiling, artefact control for MLSCN library redox annotation, primary screen; AID 878; 200,000 tested, 0.03% active; DTT-dependent redox cycling H2O2, phenol red/HRP absorbance; 100% = 100 µM peroxide control, 0% = buffer; activation, % at 10 µM;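 active = activation of at least 50% relative to the plate's high and low controls in the primary single-dose screen; inactive = activation below 50%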;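 also: compound incubated with DTT at 0.8 mM final as the reducing agent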
NF-kB expr up: NF-kB expression increase, human neuronal cells; 190,000 tested, 1.6% active; NF-kB reporter expression; hits give high values; fold change at 12.5 µM; in the data active = fold change above about 3.3
STAT1 inh: inhibitors of IFN-gamma induced STAT1 signaling. inhibition, % at 5.5 µM. AID 920. 200,000 tested, 0.35% active. NIH 3T3 STAT1-luciferase reporter, luminescence;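 active = inhibition above a set limit, the mean inhibition across all tested compounds plus 3 SD, cut at about 34% in these data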;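 also: 0% = IFN-gamma with DMSO and 100% = IFN-gamma with 300 µM nifuroxazide; values of inactives mirror those of a sister screen read the other way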
TLR4 MyD88 comp: TLR4-MyD88 interaction inhibition in cells. O00206+Q99836. HeLa CL3-4 TLR4/MyD88 BLA complementation, FRET ratio. inhibition, % at 8.4 µM. AID 861. 200,000 tested, 0.18% active; in the data active = inhibition above about 25%;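 also: 0% = vehicle and 100% = reference inhibitor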
Target sequence (O00206 whole entry, looked up): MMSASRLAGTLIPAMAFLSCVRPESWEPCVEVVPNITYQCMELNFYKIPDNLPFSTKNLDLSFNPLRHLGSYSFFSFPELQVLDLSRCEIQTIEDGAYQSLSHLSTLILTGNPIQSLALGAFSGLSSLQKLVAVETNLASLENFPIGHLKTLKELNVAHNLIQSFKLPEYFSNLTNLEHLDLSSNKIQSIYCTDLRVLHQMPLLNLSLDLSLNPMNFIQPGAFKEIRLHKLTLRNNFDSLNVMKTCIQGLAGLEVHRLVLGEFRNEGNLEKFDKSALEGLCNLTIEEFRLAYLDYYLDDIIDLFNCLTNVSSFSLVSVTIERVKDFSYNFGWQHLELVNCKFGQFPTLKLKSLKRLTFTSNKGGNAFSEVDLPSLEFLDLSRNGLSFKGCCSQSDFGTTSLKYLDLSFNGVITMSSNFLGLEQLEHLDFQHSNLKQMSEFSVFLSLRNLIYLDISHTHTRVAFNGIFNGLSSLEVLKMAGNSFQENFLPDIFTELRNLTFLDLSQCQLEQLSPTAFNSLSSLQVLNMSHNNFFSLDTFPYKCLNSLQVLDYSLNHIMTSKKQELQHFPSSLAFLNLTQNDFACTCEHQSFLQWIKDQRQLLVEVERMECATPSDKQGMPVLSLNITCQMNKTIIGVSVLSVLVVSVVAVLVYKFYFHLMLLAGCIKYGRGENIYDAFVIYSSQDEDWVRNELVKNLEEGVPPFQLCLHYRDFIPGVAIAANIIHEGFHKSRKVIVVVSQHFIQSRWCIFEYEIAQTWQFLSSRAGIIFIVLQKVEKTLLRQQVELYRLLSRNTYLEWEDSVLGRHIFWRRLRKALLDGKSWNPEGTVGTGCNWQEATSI
Target sequence (Q99836 whole entry, looked up): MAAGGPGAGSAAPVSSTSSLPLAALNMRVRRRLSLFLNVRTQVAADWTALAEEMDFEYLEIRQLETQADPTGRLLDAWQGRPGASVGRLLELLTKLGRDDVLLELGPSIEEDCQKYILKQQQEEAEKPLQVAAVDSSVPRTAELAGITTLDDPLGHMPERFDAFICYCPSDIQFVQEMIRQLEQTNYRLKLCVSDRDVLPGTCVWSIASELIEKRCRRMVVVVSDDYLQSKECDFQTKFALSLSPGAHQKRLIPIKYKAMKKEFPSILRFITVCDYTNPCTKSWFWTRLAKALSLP
STAT3 inh: reduces IL-6 driven STAT3 reporter signal | 190,000 tested, 0.89% active | inhibition, % at 5.5 µM | U3A cells, IL-6 STAT3-luciferase reporter, luminescence; host cell line lacks STAT1;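 active = inhibition above the mean inhibition across all screened compounds plus 3 SD, cut at about 44% in these data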;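 also: 0% = DMSO only wells and 100% = 100 µM nifuroxazide control wells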
Starred values were filed as active, the others as inactive; . = not tested or not shown.

SMILES	STAT1 act	STAT3 activator	APP 5'UTR act	Hsp70 act	Efa HMGR inh	Redox H2O2 prof	NF-kB expr up	STAT1 inh	TLR4 MyD88 comp	STAT3 inh
COc1ccc(CCNC(=O)COC(=O)c2ccc(N3CCCC3=O)cc2)cc1	101	101	-6	0.0	-2	-0.3	1.1	-2	11	0
CC(=O)C1=C(O)CC(c2ccccc2)CC1=NCCc1c(C)[nH]c2ccccc12 (configuration not stated)	99	100	-13	-0.1	-1	-0.1	0.52	1	-3	0
CC(C)(C)Nc1c(-c2cccs2)nc2ccccn12	94	100	-16	-0.1	2	0.2	0.92	5	6	3
O=C(CN1C(=O)c2ccccc2C1=O)NCCc1c[nH]c2ccccc12	105	106	8	-0.3	4	.	1	-5	-6	-7
Cc1sc2nc(C3CC3)nc(SCC(=O)N3CCCc4ccccc43)c2c1C	94	94	-13	-0.3	-6	-0.6	0.39	7	-7	5
c1cnc(Oc2ccc(-c3nnco3)cc2)cn1	99	106	0	-0.2	-5	1.6	1.1	1	3	-2
CCOC(=O)CNC(=O)CSc1nnnn1-c1cc(C)ccc1C	100	105	-8	-0.3	-1	2.3	0.9	0	-21	-1
CCOc1ccccc1/C=C(\NC(=O)c1ccccc1)C(=O)NCCC(=O)O	97	107	16	0.0	-1	-0.2	1.1	2	-1	-7
COc1cccc(C2c3c(oc4ccc(F)cc4c3=O)C(=O)N2CCCN2CCOCC2)c1 (configuration not stated)	98	105	7	-0.2	-5	-1.3	1.5	3	10	-6
Cc1ccc(/C=N/Nc2nc3ccccc3s2)o1	154*	100	167*	-0.2	-3	-0.4	6.4*	-54	-17	-2
CCOc1ccc(C2Oc3nc(SC)nnc3-c3ccccc3N2C(C)=O)cc1OC (configuration not stated)	95	102	-9	-0.4	-4	-0.1	1.1	6	-9	-2
CCOC(=O)c1cnn(-c2ccc(Cl)cc2)c1C1CCN(C(=O)OC(C)(C)C)CC1	110	101	8	-0.7	-2	0.0	1	-11	1	4
O=C(N1CCC(O)(c2cccnc2)CC1)C12CC3CC(CC(C3)C1)C2	96	101	4	-0.3	-1	1.9	0.89	5	-7	1
CC(=O)c1ccc(NC(=S)NNC(=O)NC2CCCCC2)cc1	110	104	10	-0.2	-3	0.3	1.1	-13	-4	-4
O=C(Nc1ccc(SC(F)F)cc1)c1ccc2nccnc2c1	116	63	72	-0.2	-1	2.6	1.6	-17	-3	48*
CCC(C)N=CC1=C(O)CC(c2ccccc2)CC1=O (configuration not stated)	96	94	3	-0.7	1	-0.2	1.1	4	9	4
O=C(Nc1ncn[nH]1)c1ccc([N+](=O)[O-])cc1[N+](=O)[O-]	108	111	1	0.1	-4	2.6	0.87	-9	2	-2
CCOc1ccc(C(CC(=O)O)n2cnnn2)cc1 (configuration not stated)	99	109	11	-0.1	2	-0.3	1.1	1	-2	-5
CCC(C)NC(=O)CCC(=O)Nc1ccc2nc(N3CCOCC3)cc(C)c2c1 (configuration not stated)	103	102	11	-0.4	-5	-1.3	0.93	-3	-4	5
COc1cc(OC)c(C(=O)Nc2ccc(S(=O)(=O)Nc3ncccn3)cc2)cc1OC	98	101	4	-0.4	-8	-4.2	0.98	2	1	-2
CCc1nccn1Cc1cc(C=O)ccc1OC	105	98	-8	0.0	-2	0.6	0.9	-8	-28	8
CC1CCN(S(=O)(=O)c2ccc3ncn(CC(=O)N(C)C4CCCCC4)c(=O)c3c2)CC1	100	103	16	0.0	-9	-2.1	0.79	-1	0	8
CCCCN(C)C(=O)c1ccc2c(c1)N(CC)C(=O)c1ccccc1S2(=O)=O	96	100	40	-0.3	0	-0.2	0.96	5	4	0
C=CCNC(=S)Nc1ccc2nsnc2c1	95	102	-11	-0.5	-1	-0.2	1	6	-2	1
CCCCNC(=O)CC(C(=O)N1CCc2ccccc21)n1ccnc1 (configuration not stated)	101	103	-14	-0.3	-1	0.0	1.1	-1	-3	3
O=C(CN1C(=O)c2cccc3cccc1c23)N1CCN(Cc2ccc3c(c2)OCO3)CC1	99	101	20	0.0	-13	0.7	0.89	1	-13	2
CCC(=O)c1ccccc1OCCN1CCN(CC)CC1	90	107	12	-0.5	-4	0.0	0.98	11	11	-6
Cc1ccc(C)c2[nH]c(=O)c(CN(CCN3CCCC3)C(=O)Nc3cccc(Cl)c3)cc12	95	129	16	-0.5	-5	2.5	0.5	5	9	-30
CC(C)C1N=C2c3ccccc3N=C(SCc3cc(=O)n4ccccc4n3)N2C1=O (configuration not stated)	95	100	-2	-0.2	.	1.1	.	6	14	4
O=C(NCCc1ccccn1)c1ccc(COc2ccccc2)o1	111	91	3	-0.2	4	0.0	1.1	-11	1	10
O=C(O)CN1C(=O)SC(Nc2ccccc2)C1=O (configuration not stated)	111	99	4	-0.4	0	0.3	1.4	-2	17	5
CCCCCn1c(CCNC(=O)c2cccs2)nc2ccccc21	98	97	-4	-0.3	0	0.7	0.73	2	-8	6
O=C(Nc1nnc(C2CCCC2)s1)C1CCC1	103	101	1	0.0	-2	0.9	2.1	-3	-19	3
COc1ccc(NC(=O)Cn2c(=O)n(-c3ccc(CC(=O)NCc4ccco4)cc3)c(=O)c3ccccc32)cc1	102	92	-2	0.2	0	-3.0	1.2	-2	-8	9
CCCN(CCC)S(=O)(=O)c1ccc(C(=O)N2CCC(=O)c3ccccc32)cc1	97	109	-3	-0.1	-4	1.8	0.59	3	-19	-1
CC(C)N(CCO)C(=O)C(c1ccccc1)c1ccccc1	95	103	-4	-0.1	0	1.6	1.3	5	-13	5
CC1=Nc2ccccc2/C1=C\c1sc(Nc2ccc(C)cc2)nc1O	104	128	-96	0.0	0	-0.1	3	-4	-15	-30
CSc1nnc(-c2ccc(Cl)cc2Cl)o1	125	92	29	0.2	-3	-3.4	1.4	-28	-9	14
CCCCOCCCNC(=O)CN1C(=O)c2ccccc2C1=O	106	100	-3	-0.4	-6	0.1	1.1	-1	4	2
O=C(NCc1cccnc1)c1cn(-c2ccccc2)nc1-c1ccccc1	92	106	9	-0.1	2	-1.5	0.84	8	-4	-7
O=C(NCCCN1CCOCC1)c1cc(-c2ccc(F)cc2)on1	106	110	9	-0.1	-1	-1.2	3.1	-6	3	-9
CCOC(=O)c1ccc(NC(=O)Cc2coc3cc4c(cc23)CCC4)cc1	98	101	-2	0.2	-7	-0.1	1.3	2	1	-2
CCOC(=O)C1(S(=O)(=O)c2ccc(Cl)cc2)CCN(Cc2ccc(C)cc2)CC1	97	106	9	-0.2	-6	16	0.85	3	1	-6
Cc1cc(NC(=O)c2ccc([N+](=O)[O-])o2)ccc1NC(=O)c1ccco1	101	84	-79	1.5	1	-0.5	5.1*	0	13	26
O=C(COc1ccccc1)N(Cc1ccco1)c1ccc(O)cc1	93	100	-4	0.0	1	0.6	0.97	8	16	4
CCC1CCCCN1C(=O)CSc1nnc(-c2cccc(Cl)c2)o1 (configuration not stated)	109	107	44	-0.1	-6	-0.4	1.7	-12	-35	-9
COc1ccc(C2=NN(S(C)(=O)=O)C(c3cccs3)C2)cc1OC (configuration not stated)	127	112	83	-0.3	-1	-1.2	1	-31	-9	-12
CC1(C)Cc2ccccc2C(/C(=N\Nc2cccc(Cl)c2)C(N)=O)=N1	100	95	15	-0.4	-6	-0.1	2.5	0	-4	3
COc1ccc(S(=O)(=O)N2CCC(C(=O)NCCc3ccc4c(c3)OCO4)CC2)cc1	93	100	-23	-0.2	-5	-1.1	1.1	8	6	4
CC1(C)CC(=O)C2=C(C1)N(Cc1ccc(F)cc1)C(=O)C2(NC(=O)c1cccnc1)C(F)(F)F (configuration not stated)	91	104	16	0.1	-2	-7.2	1.2	10	-11	4

(more compounds)
SMILES	STAT1 act	STAT3 activator	APP 5'UTR act	Hsp70 act	Efa HMGR inh	Redox H2O2 prof	NF-kB expr up	STAT1 inh	TLR4 MyD88 comp	STAT3 inh
COc1cccc(C2C(C(=O)c3cccs3)=C(O)C(=O)N2CCN(C)C)c1OC (configuration not stated)	104	98	.	0.2	0	0.9	0.89	-4	-6	6
NC1=NC2(CCCCC2)N=C(Nc2ccc(Br)cc2)N1	99	98	-1	-0.4	3	-0.1	0.96	1	-4	8
c1coc(CNc2nc3ccccc3n2CCN2CCOCC2)c1	96	109	-1	-0.1	1	2.3	1.3	4	2	-11
O=S(=O)(Nc1ccc2c3c(cccc13)CC2)c1ccc(F)cc1	94	98	10	0.0	-6	2.8	0.92	9	-13	11
CC(=O)Nc1ccc(NC(=O)CSCc2cnn(-c3ccccc3)c2-n2cccc2)cc1	105	98	8	-0.6	-3	0.3	0.99	-6	-3	8
